GalR3 antagonist – GalR3 antagonists in HEK293 cells, primary screen, cell-based, fluorescence readout; Galanin receptor type 3 (Homo sapiens), O60755; HEK293 GalR3-CNG cAMP membrane potential fluorescence; galR3 body fused to GalR1 C-terminus; inhibition, % at 3 µM; hit rate 0.44% among 360,000; AID 651719, 2012;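 active means inhibition above the screen-wide average plus 3 SD, cut at about 13% in these data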;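 further: forskolin and galanin both at EC90 stimulate the cells; cAMP rise reported by CNG channel membrane potential dye signal; 0% = forskolin plus galanin with DMSO and 100% = forskolin alone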
Target sequence (O60755 1-299 limits assumed): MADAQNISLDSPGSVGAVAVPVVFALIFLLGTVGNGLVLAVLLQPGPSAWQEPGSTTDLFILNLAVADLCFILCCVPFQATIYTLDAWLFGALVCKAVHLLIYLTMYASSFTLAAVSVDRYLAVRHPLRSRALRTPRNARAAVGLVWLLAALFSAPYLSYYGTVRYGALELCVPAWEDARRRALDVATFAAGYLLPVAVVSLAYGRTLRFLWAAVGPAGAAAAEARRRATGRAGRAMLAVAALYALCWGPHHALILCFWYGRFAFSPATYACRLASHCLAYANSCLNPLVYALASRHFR
MEKK2 WT-MEK5 – modulators of MEK5 binding to wildtype MEKK2, primary screen, biochemical, multiplex bead flow cytometry, Alexa488-MEK5; Alexa488-MEK5 binding to MEKK2 WT; actives lie on both sides; hit rate 1.1% among 290,000; binding response (% of control), % at 10 µM; Mitogen-activated protein kinase kinase kinase 2 (Homo sapiens), Q9Y2U5; in the data active means binding response below about 67% or above about 130%
OXTR potentiate – human OXTR potentiators, primary screen, fluorescence, CHO-OTR cells, Fluo-8 calcium; Fluo-8 calcium fluorescence, potentiator mode; 0% = oxytocin EC15, 100% = EC100; Oxytocin receptor (Homo sapiens), P30559; hit rate 0.061% among 320,000; activation, % at 3 µM;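 active means activation above that plate's cutoff, the mean activation of tested compounds plus 3 SD, cut at about 6.6% in these data, passing the limit was not always enough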;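 further: 100% uses oxytocin at 75 nM as the full agonist control; some results filed as inactive read as strong as hits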
Target sequence (P30559 whole entry, looked up): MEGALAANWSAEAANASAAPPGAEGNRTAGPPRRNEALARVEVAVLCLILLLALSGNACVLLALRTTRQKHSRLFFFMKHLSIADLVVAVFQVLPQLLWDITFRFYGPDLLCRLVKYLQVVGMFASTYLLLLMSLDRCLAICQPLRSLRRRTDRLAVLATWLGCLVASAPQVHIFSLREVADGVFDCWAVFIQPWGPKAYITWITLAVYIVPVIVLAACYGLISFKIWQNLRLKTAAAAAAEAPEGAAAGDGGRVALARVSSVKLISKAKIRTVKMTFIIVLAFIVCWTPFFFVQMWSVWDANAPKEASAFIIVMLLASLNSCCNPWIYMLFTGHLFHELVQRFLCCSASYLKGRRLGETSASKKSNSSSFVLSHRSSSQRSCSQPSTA
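Replication – single well per compound, singlicate · Assay system – CHO cell line stably expressing human OTR · Timing – 6 min pre-incubation, 100 s read · Measure – normalized max/min fluorescence ratio, % activation · Doses – 3.0 µM, one dose · Detection – Fluo-8 calcium dye fluorescence · Probe or stimulus – oxytocin near EC15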
GPR7 antagonist – GPR7 receptor antagonists, primary screen, cell-based, fluorescence, single concentration. GPR7-expressing cells, fluorescence antagonist assay. inhibition, % at 4.4 µM. hit rate 1.1% among 290,000. AID 1861, 2009; in the data active means inhibition above about 16%, passing the limit was not always enough;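 further: cells stimulated with the agonist NPW; 0% = agonist with vehicle and 100% = vehicle without agonist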
Target sequence (P48145 whole entry, looked up): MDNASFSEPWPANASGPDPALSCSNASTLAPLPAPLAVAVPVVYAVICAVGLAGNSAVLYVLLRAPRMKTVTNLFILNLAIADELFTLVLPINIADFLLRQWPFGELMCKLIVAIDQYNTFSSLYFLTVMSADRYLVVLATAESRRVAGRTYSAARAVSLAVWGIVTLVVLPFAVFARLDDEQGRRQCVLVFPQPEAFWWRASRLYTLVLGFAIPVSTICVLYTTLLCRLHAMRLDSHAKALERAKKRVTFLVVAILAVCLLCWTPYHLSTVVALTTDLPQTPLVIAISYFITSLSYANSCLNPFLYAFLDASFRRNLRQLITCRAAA
OXTR ag – human OXTR agonists, primary screen, fluorescence, CHO-OTR cells, Fluo-8 calcium. activation, % at 3 µM. Oxytocin receptor (Homo sapiens), P30559. Fluo-8 calcium fluorescence; normalized: DMSO 0%, oxytocin 100%. hit rate 0.32% among 320,000;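 active means activation above the mean of all tested compounds plus 3 SD, cutoff set per screening run, cut at about 20% in these data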;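 further: peak over basal fluorescence ratio from a 100 s FLIPR kinetic read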
NALP1 yeast inh – NALP1 inflammasome inhibitors in reconstituted yeast, colorimetric, S. cerevisiae, triplicate retest; S. cerevisiae NALP1/ASC/caspase-1 growth, X-gal OD620, 72 h; inhibition, % at 10 µM; hit rate 0.61% among 280,000; AID 2071, 2009; in the data active means inhibition mostly above about 24%, no sharp cut-off; inactive means mostly below about 32%; further: some compounds called inactive have numbers as strong as hits
V1R ag counter – agonists of human V1a receptor, primary screen, counter-screen for OXTR agonist project, fluorescence, CHO-V1R cells. Fluo-8 calcium fluorescence, agonist mode; 0% DMSO, 100% 3 nM vasopressin. activation, % at 3 µM. hit rate 0.25% among 320,000. AID 2797, 2010;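 active means activation above the mean activation of all tested compounds plus 3 SD, per screening run, cut at about 20% in these data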;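 further: signal is peak over basal fluorescence ratio across a 100 second FLIPR read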
PfM18AAP inh – PfM18AAP inhibitors, malaria aminopeptidase, primary screen, biochemical, QFRET, recombinant enzyme. M18 aspartyl aminopeptidase (Plasmodium falciparum 3D7). H-Glu-NHMec fluorogenic cleavage. inhibition, % at 7.35 µM. hit rate 1.2% among 290,000;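 active means inhibition above the campaign mean inhibition over all tested compounds plus 3 SD, cut at about 28% in these data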;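 further: 0% = plate median of test compound wells and 100% = 2 mM ZnCl2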
MEKK2mut PB1 HTS – MEK5 binding signal on mutant MEKK2 PB1, primary screen, biochemical, multiplex bead flow cytometry, Alexa488-MEK5; Alexa488-MEK5 binding to MEKK2 mutant; percent response, % at 10 µM; hit rate 0.35% among 290,000; AID 1530, 2009; in the data active means percent response above about 24%, passing the limit was not always enough; further: inactives centre near 1; some results filed as inactive read as strong as hits
The depositor's hits bear a star; / = not tested or not shown. This is a random part of the collection; overall some 4.1% were active at least once.

SMILES,GalR3 antagonist,MEKK2 WT-MEK5,OXTR potentiate,GPR7 antagonist,OXTR ag,NALP1 yeast inh,V1R ag counter,PfM18AAP inh,MEKK2mut PB1 HTS
CC(C)[C@H](NC(=O)N1CCn2c1nc1ccccc12)C(=O)N[C@H](C(=O)O)c1ccccc1,-6,101,-5,5,-0.3,10,-0.3,-1,-3
CCN(CC)S(=O)(=O)c1ccc(S(=O)(=O)NCC2CCCO2)cc1 (stereo not drawn),-11,106,-14,0,0.8,9,-0.5,2,3
CC1Cc2ccccc2N1C(=O)CN(C)CC(=O)Nc1ccc(F)cc1 (stereo not drawn),-8,/,4,/,-0.8,/,0.5,/,/
CCCCNC(=O)NC(C(=O)OC)C12CC3CC(CC(C3)C1)C2 (stereo not drawn),-3,95,-11,6,-1.9,-4,-1.7,5,0
NC(=O)c1ccccc1NC(=O)C1CCCO1 (stereo not drawn),-9,107,0,0,0.6,4,0.2,-2,9
c1ccc2oc(SCc3cn4ccccc4n3)nc2c1,-4,102,-9,1,0.5,23,1.4,10,3
CCCCCCOc1ccc(N2C(=O)CC(N3CCN(C(=O)c4ccco4)CC3)C2=O)cc1 (stereo not drawn),-1,100,-17,-3,11,9,9.1,0,2
O=C(CCN1C(=O)C2C3C=CC(C3)C2C1=O)NC1CCCCC1 (stereo not drawn),-6,102,8,-7,1.1,37*,-0.1,-11,4
CC(C)(C)NC(=O)C1CCN(C(=O)c2ccco2)CC1,-7,100,0,-1,1.0,0,1.8,1,0
Cn1c(CSCc2ccc(Cl)c(Cl)c2)nnc1SCC(=O)Nc1nccs1,-6,107,-21,10,8.9,-4,17,-6,10
Cc1ccc(-c2nc3ccccc3s2)cc1NC(=O)c1cc(-n2cnnc2)ccc1Cl,-10,103,-8,-7,-1.0,1,0.8,-2,5
CC1Cc2ccccc2N1S(=O)(=O)c1cccc(C(=O)Nc2cccnc2)c1 (stereo not drawn),-7,82,-22,-16,3.0,/,3.9,1,-26
Cc1c(C(O)CN2CCC(C(N)=O)CC2)c2ccccc2n1C (stereo not drawn),-3,101,-13,-5,-0.1,10,4.9,18,5
CCOC(=O)CC(NC(=O)c1ccccc1F)c1ccc(C)cc1 (stereo not drawn),0,105,-4,-11,-1.0,-1,-1.4,1,-1
O=C(Nc1cccc2ccccc12)N1CCN(Cc2ccc3c(c2)OCO3)CC1,/,86,-2,6,1.7,7,4.2,2,-6
O=C(COC(=O)CCc1ccc(S(=O)(=O)N2CCOCC2)cc1)NCc1ccccc1,1,106,-7,-11,2.5,18,2.9,-12,2
CN(CC(=O)Nc1ccc(F)cc1)C(=O)COC(=O)c1ccccc1,-1,/,-6,/,0.4,/,1.9,/,/
Cc1ccc([N+](=O)[O-])cc1NC(=S)NC(=O)CC(C)(C)C,-8,102,-8,-5,-1.6,8,-1.1,2,3
O=C(c1cc(COc2ccc(F)cc2F)on1)N1CCOCC1,-9,102,-8,2,0.9,24,1.4,-8,1
COc1ccc(OCC(=O)Nc2nc3cc4c(cc3s2)OCCO4)cc1,7,/,-9,/,1.1,/,1.4,/,/
O=C(CC(c1ccccc1)c1ccccc1)Nc1ccc2c(c1)OCCO2,0,94,-16,-4,2.9,14,2.9,6,1
Cc1cccc(Nc2ncnc(N)n2)c1,-8,104,-4,-16,-0.2,-1,0.0,-2,4
CCCCn1c(N)c(N(CC(C)C)C(=O)c2ccc(N(C)S(=O)(=O)c3ccc(C)cc3)cc2)c(=O)[nH]c1=O,-5,/,-4,/,-0.5,/,-0.1,/,/
Cn1cnnc1SCc1ccc(C#N)cc1Cl,-8,94,1,-2,-0.1,6,1.3,-7,0
C=CCOC(=O)c1cc(-c2ccc(/C=C3\C(=O)NC(=O)C(C#N)=C3C)o2)ccc1Cl,-1,/,/,-2,/,0,/,3,/
CCCn1c(-c2cccc([N+](=O)[O-])c2)nc2c1c(=O)[nH]c(=O)n2Cc1ccccc1,5,97,-2,-3,-1.9,/,-0.5,4,-2
Cc1ccc(S(=O)(=O)N2[C@@H](c3ccc(F)cc3)C(C(=O)O)=CC[C@H]2c2cccc(Cl)c2)cc1,-6,/,6,/,0.3,/,2.4,/,/
CCCCn1c(-c2nonc2N)nc2ccccc21,-5,103,-15,-22,-3.0,4,-0.8,-3,-1
CC(=O)N1CCc2c(sc(NC(=O)Cc3ccccc3)c2C#N)C1,4,98,-7,-7,0.4,-1,-0.2,1,-1
C/C=C(\C)C(=O)N1CCC(C(=O)c2ccccc2)CC1,-9,111,-9,-2,0.0,9,0.1,-4,5
NC(=O)C1CCCN(C(=O)c2ccc3c(c2)NC(=O)CS3)C1 (stereo not drawn),-5,/,-3,/,-0.4,/,0.1,/,/
COc1ccc(CNC(=O)Nc2ccc3c(c2)N(C)C(=O)CS3)cc1,-2,99,-3,-11,0.4,4,2.3,7,0
COc1ccc(CCNCC(C)c2ccccc2)cc1 (stereo not drawn),-11,102,-6,-1,1.0,18,0.4,1,2
Cc1ccc(Cl)cc1NC(=O)C1CCCN1S(=O)(=O)c1ccc(-c2ccc(=O)[nH]n2)s1 (stereo not drawn),-5,98,-10,-4,1.0,-8,2.7,2,-2
CCCNC(=O)c1sc2c(c1C(=O)Nc1ccccn1)CCCC2,-2,101,1,5,-1.1,1,-0.3,6,-1
Cc1ccc(C(=O)NCCSC(C)(C)C)cc1[N+](=O)[O-],1,101,2,-3,1.0,26,-0.2,-2,2
COc1ccc(Nc2nnc(-c3ccc(C(=O)NCCO)cc3)c3ccccc23)cc1,-10,112,-14,60*,-1.5,17,-0.2,5,23
CCc1cc2ccc(C)cc2nc1SCC(=O)Nc1cc(OC)c(OC)cc1C(=O)O,-10,89,-3,-1,-1.0,36,0.7,8,-2
C/C(=N/N=C1/NC(=O)CC(C(=O)O)S1)c1ccccc1 (stereo not drawn),-7,101,-4,-5,0.2,22,2.0,3,2
O=C(CCCCCN1C(=O)c2cccc([N+](=O)[O-])c2C1=O)Nc1ccccc1F,1,98,5,-14,-0.2,11,0.0,-3,-2
O=C(NC(=S)N1CCN(c2ccc([N+](=O)[O-])cc2)CC1)c1ccccc1Cl,-3,101,-7,-2,0.1,5,0.3,-4,0
O=C(NCCN1CCOCC1)C(=O)NCC1OCCN1S(=O)(=O)c1cc(F)ccc1F (stereo not drawn),-1,110,-9,-9,-0.7,18,-0.2,-8,7
CCC(C)(C)NC(=O)Cn1c(-c2ccc(C)cc2)noc1=O,-1,101,-7,-5,-0.7,/,-0.3,-11,9
COc1ccc(C(=O)N2CCC3(CC2)NCCc2[nH]cnc23)cc1,2,98,-3,1,0.4,21,1.3,4,-9
CCOC(=O)Cn1nc(-c2ccc(Cl)cc2)cc1N,-5,92,-2,11,-0.4,15,0.0,0,-8
CCOc1ccccc1NC(=O)CCNC(=O)c1ccc(Cl)cc1,8,80,-1,11,0.1,3,1.3,-13,-11
Cn1nnnc1SCc1ccc(F)cc1,-2,104,-8,2,0.8,10,0.5,1,5
Cc1oc(-c2ccccc2F)nc1CS(=O)CC(=O)NC1CC1 (stereo not drawn),-6,100,-8,-12,-0.8,14,0.1,-11,1
CCOC(=O)c1sc(=NC(=O)c2ccc(C)c(C)c2)n(C)c1C,-1,84,-1,19,-0.1,-6,0.1,-4,-13
Cc1c(/C(O)=C2/C(=O)C(=O)N(CCN(C)C)C2c2ccc(C(C)C)cc2)cnn1-c1ccccc1 (stereo not drawn),0,98,-5,-16,-0.2,10,-2.4,4,-5
Cc1cc(C(=O)NCCCN(C)C)c2ccccc2n1,-5,84,/,-11,/,12,/,-2,-11
CC(/C=N/NC(=O)c1nnn(-c2nonc2N)c1CN1CCCCC1)=C\c1ccccc1,-5,98,-14,-9,-1.9,0,1.7,2,2
C=CCSc1ncnc2c1oc1nc3c(cc12)COC(C)(C)C3,0,104,1,-7,0.7,-7,1.3,5,8
COc1ccc(CCNC(=O)NCCc2c[nH]c3ccccc23)cc1OC,-9,110,-5,-9,0.7,11,2.4,-3,7
CCc1nc2ccccc2c(C(=O)OCC(=O)C(C)(C)C)c1C,-5,94,-2,-30,-3.0,13,-0.7,-3,0
CCN(CC)S(=O)(=O)c1ccc(N(C)C)c(NC(=O)CSCc2c(C)noc2C)c1,-2,107,-11,15,0.2,12,-0.3,7,4
CCOc1ccc(NC(=S)Nc2ccc(F)cc2)cc1,-9,103,-3,0,-0.4,3,0.3,6,6
COc1ccc(S(=O)(=O)N2CCOC2CNC(=O)C(=O)NCCc2ccccc2)cc1C (stereo not drawn),/,97,-6,9,3.5,-4,2.6,2,-4
O=C(CC1Nc2ccccc2NC1=O)NCc1cccnc1 (stereo not drawn),-3,/,-8,6,-0.2,-11,0.5,-5,/
COc1ccc(CCNS(=O)(=O)c2ccc3c(c2)CCN3C(=O)CCC(=O)O)cc1OC,-1,115,-6,-10,-0.1,20,0.1,0,9

Next part.
SMILES,GalR3 antagonist,MEKK2 WT-MEK5,OXTR potentiate,GPR7 antagonist,OXTR ag,NALP1 yeast inh,V1R ag counter,PfM18AAP inh,MEKK2mut PB1 HTS
CCN(CC)S(=O)(=O)c1ccc(C(=O)NCC(c2ccc(OC)cc2)N2CCOCC2)cc1 (stereo not drawn),-9,60,-11,6,0.1,8,0.4,-3,-16
CCCc1cc(=O)[nH]c(SCc2cccnc2)n1,-2,105,-13,3,-0.4,11,0.7,5,-1
Cc1nnc(SCC(=O)Nc2sccc2C(N)=O)n1Cc1ccccc1,0,93,-2,1,0.8,23,-0.3,3,-3
COc1cccc(NC(=O)c2nnn(CC(=O)Nc3cc(C)cc(C)c3)c2N)c1,-7,97,-12,-3,5.3,17,1.9,-2,-1
O=C(O)c1[nH]c2ccccc2c1NS(=O)(=O)c1ccc(F)cc1,1,97,-4,-2,-0.1,21,0.3,-3,0
Cc1ccc(-c2c(C#N)c(N)nc3c2CCCC3)o1,-9,94,1,-8,-1.8,12,-1.1,6,-1
OCCNCc1ccc(-c2ccccc2)cc1,-2,102,-10,-12,2.5,30,2.5,2,3
C=C(C)c1cccc(C(C)(C)NC(=O)Nc2nncs2)c1,1,101,-4,-6,0.5,4,-0.4,-3,-8

Profiles as entered above. Values in the order: GalR3 antagonist | MEKK2 WT-MEK5 | OXTR potentiate | GPR7 antagonist | OXTR ag | NALP1 yeast inh | V1R ag counter | PfM18AAP inh | MEKK2mut PB1 HTS
OCCNCc1ccc(-c2ccccc2)cc1 as listed: -2 | 102 | -10 | -12 | 2.5 | 30 | 2.5 | 2 | 3
CCCc1cc(=O)[nH]c(SCc2cccnc2)n1 as listed: -2 | 105 | -13 | 3 | -0.4 | 11 | 0.7 | 5 | -1
